Compound activity as filed in PubChem.
ERAP1 HTS inh: human ERAP1 aminopeptidase inhibitors, primary screen, biochemical, single point, plate reader; recombinant ERAP1, Leu-AMC fluorescence, 60 min; inhibition, % at 10.7 µM; Endoplasmic reticulum aminopeptidase 1 (Homo sapiens), Q9NZ08; AID 652197, 2013; 340,000 tested, 0.15% active;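 active means mean replicate inhibition of at least 30%, or all replicates individually reaching that 30% level; inactive means mean below 30% and not every replicate reaching it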;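 further: 0% = neutral control wells and 100% = L-leucinethiol positive control wells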
RAD52 anneal inh: RAD52 DNA annealing inhibitors, primary screen, biochemical, FRET, single point, set 2; DNA repair protein RAD52 homolog (Homo sapiens), P43351; recombinant RAD52 DNA annealing, FRET fluorescence; inhibition, % at 18.7 µM; 360,000 tested, 0.46% active; AID 651710, 2012;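 active means every replicate showing at least 50% inhibition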
Target sequence (P43351 whole entry, looked up): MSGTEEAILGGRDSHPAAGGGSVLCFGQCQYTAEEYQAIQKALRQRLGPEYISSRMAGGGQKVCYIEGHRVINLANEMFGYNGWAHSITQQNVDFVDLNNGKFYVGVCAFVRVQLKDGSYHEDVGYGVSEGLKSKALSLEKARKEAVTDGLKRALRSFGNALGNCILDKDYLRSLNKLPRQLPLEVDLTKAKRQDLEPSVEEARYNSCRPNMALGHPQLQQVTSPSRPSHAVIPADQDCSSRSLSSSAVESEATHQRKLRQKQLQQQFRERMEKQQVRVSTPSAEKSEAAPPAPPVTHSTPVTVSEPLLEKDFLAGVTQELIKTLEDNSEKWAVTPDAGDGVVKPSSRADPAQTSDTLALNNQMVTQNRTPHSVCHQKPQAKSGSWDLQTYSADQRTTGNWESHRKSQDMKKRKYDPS
S100A4 inh HTS: inhibitors of S100A4-myosin IIA peptide binding, primary screen, biochemical, fluorescence polarization, TAMRA-MyoIIA peptide. Protein S100-A4 (Homo sapiens), P26447. inhibition, % at 10.7 µM. 360,000 tested, 0.14% active. AID 652163, 2013;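 active means mean inhibition of at least 70% across replicates, with every replicate also reaching that level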
Target sequence (P26447 whole entry, looked up): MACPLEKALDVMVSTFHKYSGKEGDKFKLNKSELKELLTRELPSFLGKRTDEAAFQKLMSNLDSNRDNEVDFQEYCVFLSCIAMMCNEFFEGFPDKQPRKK
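Assay system: human S100A4 monomer with TAMRA-labelled myosin IIA peptide / Buffer or medium: Calcium-containing HEPES buffer, pH 7.2 / Reagent: TAMRA-labelled myosin IIA heavy-chain peptide probe, 5 nM / Compound: one dose per compound / Timing: polarization read 5 min after assay mix addition, stable 5–60 min / Benchmarks: neutral control DMSO, positive control TFP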
E-sel inducer: E-selectin induction in HUVECs, primary screen, imaging, HUVEC, immunofluorescence imaging, single point. AID 686992, 2013. P16581. 260,000 tested, 0.37% active. normalized: neutral wells 0, TNF-alpha wells 100. activation, % at 7.58 µM;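 active means mean E-selectin-positive cell signal at least 10% of the positive control, reached in at least 60% of replicates, without over 20% cell loss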;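 further: in these data hits start at about 27%; measured in HUVEC primary endothelial cells; signal is the percent of cells scored E-selectin positive by PE staining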
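Test system: HUVEC; input: 3,000 HUVEC/well; measured by: immunofluorescence imaging; read-out: % PE-positive cells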
esBAF inh: Bmi1 luciferase reporter increase in mESCs, primary screen, esBAF inhibitor project, mouse ES cells, Bmi1 luciferase knock-in, single point | 350,000 tested, 2% active | 24 h; 100% = twice the neutral-well signal | reporter increase, % at 12.5 µM | AID 602393, 2012; in the data active means activation above about 40%;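 further: 0% = median of the plate's neutral control wells and 100% = double that signal; a rise in the Bmi1 reporter signal indicates esBAF inhibition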
RAD54 branch: inhibitors of human RAD54 branch migration, primary screen, biochemical, fluorescence, single point | inhibition, % at 10.4 µM | 360,000 tested, 0.14% active | DNA repair and recombination protein RAD54-like (Homo sapiens), Q92698 | RAD54 Holliday junction branch migration, FAM/BHQ fluorescence;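 active means mean normalized replicate activity at least 40 and at least half of replicates scoring 40 or more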;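 further: 0% = median of neutral control wells and 100% = median of positive control wells; inhibitors cause a drop in the FAM fluorescence signal; in these data hits start at about 50%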
ERp5 inh: inhibitors of ERp5-driven insulin aggregation, primary screen, biochemical, turbidity, absorbance 650 nm, single point; Protein disulfide-isomerase A6 (Homo sapiens), Q15084; 90 min; inhibition, % at 9.99 µM; 350,000 tested, 0.05% active; AID 651711, 2012;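 active means mean replicate inhibition above about 25%, with every replicate also reaching it, limit read from the data, passing the limit was not always enough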
Target sequence (Q15084 whole entry, looked up): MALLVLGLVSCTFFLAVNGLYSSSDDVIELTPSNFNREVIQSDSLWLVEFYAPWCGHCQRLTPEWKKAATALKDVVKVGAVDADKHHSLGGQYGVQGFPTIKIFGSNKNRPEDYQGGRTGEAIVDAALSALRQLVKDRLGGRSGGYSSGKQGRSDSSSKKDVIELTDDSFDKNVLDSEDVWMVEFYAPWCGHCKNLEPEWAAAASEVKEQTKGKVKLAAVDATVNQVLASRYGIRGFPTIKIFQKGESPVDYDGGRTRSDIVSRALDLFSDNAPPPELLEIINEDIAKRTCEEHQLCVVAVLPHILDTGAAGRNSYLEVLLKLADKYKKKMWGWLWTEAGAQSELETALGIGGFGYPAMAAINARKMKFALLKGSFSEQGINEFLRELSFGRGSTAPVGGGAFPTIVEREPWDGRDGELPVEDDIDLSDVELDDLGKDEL
XiGFP reactiv: activators of inactive X chromosome reactivation, primary screen, imaging, XiGFP fibroblasts, GFP high-content imaging, set 2; AID 743238, 2013; XiGFP mouse fibroblasts, % GFP-positive cells imaging, 3 d; cells co-treated with 5-aza-dC sensitizer; scaled so ellipticine positive control = 100%; 360,000 tested, 0.055% active; activation, % at 7.58 µM;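 active means mean normalized replicate activation at least 10% and every replicate at or above 10%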;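 further: 0% = median of on-plate neutral control wells and 100% = ellipticine 6 µM median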
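Schedule: 3 d treatment, 15 min room-temperature fixation; system: 68-5-11 XiGFP fibroblast line; buffer or medium: DMEM plus 5-aza-dC sensitizer; control set: ellipticine 6 µM positive control; compound: one concentration, pinned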
The depositor's hits bear a star; x = not tested or not shown.

SMILES | ERAP1 HTS inh | RAD52 anneal inh | S100A4 inh HTS | E-sel inducer | esBAF inh | RAD54 branch | ERp5 inh | XiGFP reactiv
CCS(=O)(=O)Nc1ccc2c(c1)C(=O)N(C)C[C@H](OC)[C@@H](C)CN[C@H](C)CO2 | -1 | -6 | 2 | -0.1 | x | x | 2 | 0.2
C[C@H](CO)N1C[C@H](C)[C@H](CN(C)Cc2cccnc2)Oc2cc(Br)ccc2S1(=O)=O | 3 | 3 | 1 | x | -5 | 6 | -5 | x
CN1C(=O)c2cc(NC(=O)c3ccc(F)cc3)ccc2OC[C@H]2O[C@H](CC(=O)N3CCOCC3)CC[C@H]21 | 2 | -2 | -4 | 0.2 | 2 | 1 | -1 | 0.0
C[C@H]1CN([C@@H](C)CO)C(=O)c2cc(C#Cc3ccccc3F)cnc2O[C@H]1CN(C)C(=O)Cc1ccccc1 | 2 | 22 | -6 | 0.1 | -1 | 7 | -7 | -0.2
NCCSc1c(-c2ccc(F)cc2)[nH]c2ccccc12 | 2 | -5 | 1 | 0.3 | 0 | x | 4 | 0.1
CCCCCn1cnnc1SCC(=O)c1ccc2c(c1)OCO2 | 1 | -12 | -2 | -0.1 | 0 | 2 | -6 | 0.0
Cc1cccc(OCCCC(=O)Nc2nccs2)c1C | x | 6 | 4 | -0.1 | 20 | x | 3 | 0.3
O=C(COC(=O)/C=C/c1cccc(C(F)(F)F)c1)NC(=O)NC1CCCC1 | -1 | -6 | -1 | 1.5 | 0 | -3 | 5 | 0.2
CCOC(=O)N1CCc2cc(OC)c(OC)c3c2c1cc1cc(OC)c(OC)cc13 | -4 | 24 | 16 | 0.2 | x | x | 13 | 0.0
O=C(C[C@@H]1CC[C@@H]2[C@H](COC[C@@H](O)CN2C(=O)Nc2ccc(C(F)(F)F)cc2)O1)NCC1CCCCC1 | 0 | -5 | -1 | 0.7 | 0 | -9 | -3 | 0.2
COc1ccc(NC(=O)Nc2cccc3c2O[C@H](CN(C)C)[C@H](C)CN([C@@H](C)CO)C3=O)cc1 | 1 | -1 | -1 | x | -1 | 8 | -1 | -0.3
COc1cc(/C=C(\C#N)c2nc3ccccc3s2)cc([N+](=O)[O-])c1O | -4 | -21 | 3 | x | x | x | -1 | 0.0
Cc1cccc(OCCC(=O)Nc2nnc(C)s2)c1 | -4 | -14 | 8 | -3.3 | -2 | 8 | 2 | 0.0
CC(C)CNC(=O)NC(=O)COC(=O)C1CSC2(c3ccc(F)cc3)CCC(=O)N12 (configuration not stated) | -7 | -8 | 0 | -0.7 | x | x | 3 | 0.0
COc1cccc(C(O)c2nc(-c3cncnc3)cs2)c1 (configuration not stated) | -1 | 2 | 0 | -0.2 | -6 | -9 | 10 | -0.1
Cc1ccc(S(=O)(=O)Nc2ccc3c(c2)C(=O)N([C@@H](C)CO)C[C@@H](C)[C@H](CN(C)CC2CC2)O3)cc1 | -1 | 7 | -14 | -31 | -5 | 4 | -2 | 0.4
COc1cccc(CNC(=O)CNS(=O)(=O)c2ccc(Br)s2)c1 | 2 | -11 | 0 | 0.5 | 0 | 6 | -1 | 0.2
C[C@H](CO)N1C[C@H](C)[C@H](CN(C)C(=O)Nc2ccc3c(c2)OCO3)OCCCC[C@H](C)Oc2ccc(NC(=O)c3ccncc3)cc2C1=O | 1 | -3 | 11 | -0.1 | -1 | 0 | -4 | 0.2
COc1ccc(S(=O)(=O)N(C)C[C@H]2Oc3c(NC(=O)NC(C)C)cccc3C(=O)N([C@@H](C)CO)C[C@@H]2C)cc1 | -3 | 5 | 14 | -2.8 | 1 | -2 | -1 | -0.5
C[C@@H]1CN([C@@H](C)CO)C(=O)c2cc(-c3cccc(F)c3)cnc2O[C@@H]1CN(C)C(=O)Nc1cc(F)ccc1F | -1 | 2 | -7 | 0.3 | 8 | 1 | -4 | 0.0
O=C(C[C@H]1CC[C@H]2[C@@H](COC[C@H](O)CN2Cc2cc(F)ccc2F)O1)NCc1ccc(F)cc1 | -3 | 3 | 1 | 0.1 | 6 | 9 | 3 | 0.1
COc1ccccc1-n1c(-c2cc(-c3ccco3)[nH]n2)n[nH]c1=S | x | -9 | -4 | x | x | -2 | -15 | 0.0
CCOc1ccc(C(=O)Nc2cccc3cccnc23)cc1 | 1 | -8 | 1 | x | -2 | -6 | 14 | 0.0
CCOC(=O)c1c(N)sc2c1CCCC2=O | x | -21 | -13 | 2.6 | x | x | 0 | -0.1
O=C(Nc1ccncc1)c1ccccc1Cl | -3 | -8 | -2 | 1.7 | 10 | -8 | 1 | 0.0
Cc1cnc(C(=O)OCC(=O)N2CCN(C(=O)c3ccco3)CC2)cn1 | -1 | 17 | 1 | x | -3 | -6 | 0 | x
O=C(Nc1ccc(Cl)c(Cl)c1)Nc1ccc([N+](=O)[O-])cn1 | -4 | -5 | -4 | 0.4 | 8 | -2 | 1 | 0.1
CC(=O)C1C(c2ccc([N+](=O)[O-])cc2)C2C(C)=NN=C2CC1(C)O (configuration not stated) | 4 | -12 | 1 | 4.5 | -1 | x | -3 | 0.0
COc1ccc(CCN2CC(C(=O)NCCN3CCNC3=O)CCC2=O)cc1 (configuration not stated) | -4 | -6 | 1 | x | 10 | -3 | 0 | 0.1
O=C(NCc1ccccc1)C(c1ccccc1)N(C(=O)c1csnn1)c1ccccc1 (configuration not stated) | 1 | -7 | 1 | x | -7 | 8 | -3 | 0.1
COC(=O)C[C@H]1C=C[C@@H](C(C(=O)OC)C(=O)OC)CN1C(C)=O | -1 | -10 | 8 | -0.1 | 2 | -1 | 7 | 0.0
Cc1ccc([C@H]2N[C@]3(CCCN(Cc4ccc(F)cc4)C3=O)[C@H]3C(=O)N(C)C(=O)[C@@H]23)cc1 | 0 | -12 | 3 | -0.1 | -2 | -12 | 5 | 0.4
CC(=O)Nc1ccc(S(=O)(=O)NC(C)C(=O)NCC(c2ccco2)N2CCCCC2)cc1 (configuration not stated) | 1 | -11 | 8 | -1.2 | 11 | 6 | 7 | 0.2
COc1ccc(CCNC(=O)CS(=O)(=O)c2cn(CC(=O)N3CCOCC3)c3ccccc23)cc1OC | x | 2 | 7 | 1.4 | x | x | 3 | 1.1
COC(=O)c1sc(-c2ccc(C(C)(C)C)cc2)cc1NC(=O)/C=C/C(=O)O | 1 | 0 | -1 | x | x | -11 | -1 | 0.3
COc1ccc2cc(C(=O)C3CCCN(C(=O)c4cc5nc(C)cc(C)n5n4)C3)ccc2c1 (configuration not stated) | -9 | -9 | 3 | x | 3 | 1 | -2 | 0.0
C[C@H]1CN([C@@H](C)CO)C(=O)c2cccc(NC(=O)CCCCCC(=O)Nc3ccccc3N)c2O[C@@H]1CN(C)S(=O)(=O)c1ccc(Cl)cc1 | -8 | -10 | -2 | 0.0 | 2 | x | -3 | -0.1
CC(=O)N1CCc2cc(S(=O)(=O)NCc3ccc(C)cc3)ccc21 | -5 | -9 | -2 | 0.0 | -4 | -6 | 9 | 0.0
Cc1ccc(OCC(=O)N(Cc2ccco2)c2c(N)n(Cc3ccccc3)c(=O)[nH]c2=O)cc1C | 5 | -11 | -2 | x | -2 | -4 | 1 | -0.1
O=C(NCCc1cn2ccccc2n1)c1ccccc1F | -1 | 3 | 2 | x | 7 | -8 | 1 | x

Arranged by molar mass (lowest first): 5 of the compounds above
SMILES | ERAP1 HTS inh | RAD52 anneal inh | S100A4 inh HTS | E-sel inducer | esBAF inh | RAD54 branch | ERp5 inh | XiGFP reactiv
COC(=O)C[C@H]1C=C[C@@H](C(C(=O)OC)C(=O)OC)CN1C(C)=O | -1 | -10 | 8 | -0.1 | 2 | -1 | 7 | 0.0
CC(=O)N1CCc2cc(S(=O)(=O)NCc3ccc(C)cc3)ccc21 | -5 | -9 | -2 | 0.0 | -4 | -6 | 9 | 0.0
COC(=O)c1sc(-c2ccc(C(C)(C)C)cc2)cc1NC(=O)/C=C/C(=O)O | 1 | 0 | -1 | x | x | -11 | -1 | 0.3
Cc1ccc([C@H]2N[C@]3(CCCN(Cc4ccc(F)cc4)C3=O)[C@H]3C(=O)N(C)C(=O)[C@@H]23)cc1 | 0 | -12 | 3 | -0.1 | -2 | -12 | 5 | 0.4
COc1ccc2cc(C(=O)C3CCCN(C(=O)c4cc5nc(C)cc(C)n5n4)C3)ccc2c1 (configuration not stated) | -9 | -9 | 3 | x | 3 | 1 | -2 | 0.0

Continuation:
SMILES | ERAP1 HTS inh | RAD52 anneal inh | S100A4 inh HTS | E-sel inducer | esBAF inh | RAD54 branch | ERp5 inh | XiGFP reactiv
Cc1c(NS(=O)(=O)c2ccc3c(c2)OCCO3)cccc1-c1nc2cccnc2s1 | 1 | -75 | -10 | -2.4 | 6 | 4 | 3 | -0.1
COc1ccc(NC(=O)CN(C)Cc2cccs2)cc1Cl | -3 | -13 | 0 | x | 6 | 9 | 2 | 0.5
C[C@@H]1CN([C@@H](C)CO)C(=O)c2cccc(NS(=O)(=O)c3cccs3)c2O[C@H]1CN(C)Cc1ccc(C(=O)Nc2ccccc2N)cc1 | -1 | 4 | 3 | 10 | x | x | -1 | 0.0
CCc1nc(SCC(=O)N2CCOCC2)c2c(=O)n(C)c(=O)n(C)c2n1 | 6 | -9 | 3 | 1.1 | -2 | -7 | -4 | 0.1
Cc1ccc(S(=O)(=O)N2CCc3ccccc3C2)cc1C | -1 | -7 | -2 | 0.0 | 1 | -6 | 0 | -0.1
CC(C)NC(=O)N(C)C[C@@H]1Oc2ccc(NS(=O)(=O)c3ccccc3)cc2CC(=O)N([C@@H](C)CO)C[C@H]1C | -1 | 4 | -2 | -0.5 | 1 | -1 | -2 | 0.4
O=C1c2ccccc2C(O)N1c1ccc(Cl)cc1 (configuration not stated) | 1 | 0 | -3 | 0.1 | 18 | 2 | -11 | -0.1
COc1ccc(CC(=O)N2CCN(c3cccc(Cl)c3)CC2)cc1OC | -4 | -2 | 6 | x | -9 | 3 | 2 | -0.1
C[C@@H]1CN([C@H](C)CO)C(=O)c2cc(NC(=O)CCCCCC(=O)Nc3ccccc3N)ccc2O[C@H]1CN(C)C(=O)NC1CCCCC1 | 0 | -3 | 48 | -0.4 | x | x | 2 | -0.4
Cc1ccccc1OCCOc1ccc([N+](=O)[O-])cc1/C=N/n1cnnc1 | 0 | -13 | -2 | -0.1 | x | x | 4 | 0.6
CS/C(=C\[N+](=O)[O-])Nc1ccc(OC(F)(F)F)cc1 | 5 | -4 | -18 | 3.2 | x | 3 | 7 | 0.5
COC(=O)C[C@H]1C[C@H]2c3cc(NS(=O)(=O)c4ccccc4)ccc3O[C@H]2[C@@H](CO)O1 | x | x | x | -0.2 | 7 | 5 | x | -0.1
COc1ccccc1C#Cc1ccc2c(c1)[C@H]1NCC[C@H]1[C@@H](CO)N2 | -2 | 54* | 10 | 0.4 | x | x | 1 | 0.1
O=C(NCC[C@@H]1CC[C@@H](NC(=O)C2CC2)[C@H](CO)O1)c1ccc(F)cc1 | -1 | x | -15 | 0.0 | -2 | 7 | 1 | 0.7
Cn1c(NCc2ccccc2F)nc2cc(-c3ccsc3)sc2c1=O | 6 | -9 | -8 | -0.1 | 1 | -4 | -3 | 0.0
